# 14-3-3g Raf – modulators of human 14-3-3 gamma - Raf peptide interaction | P61981 | FP, 14-3-3gamma / TMR-pS259-Raf peptide binding | inhibition, % at 40 µM | 0.19% of 160,000 active | AID 422; in the data active means inhibition above about 30%;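 further: 0% = protein plus tracer without compound and 100% = blank with tracer alone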
# Target sequence (P61981 whole entry, looked up): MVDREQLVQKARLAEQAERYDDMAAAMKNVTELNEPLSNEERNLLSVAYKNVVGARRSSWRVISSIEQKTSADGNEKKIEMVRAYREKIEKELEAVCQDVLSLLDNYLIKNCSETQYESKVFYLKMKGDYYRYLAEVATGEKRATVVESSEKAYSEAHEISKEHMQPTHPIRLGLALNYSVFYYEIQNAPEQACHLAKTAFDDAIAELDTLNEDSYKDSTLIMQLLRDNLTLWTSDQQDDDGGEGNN
# Numbers without * were called inactive; & = joins results of further samples. Only part of the results is shown, so the mix of outcomes need not match the whole.
smiles	14-3-3g Raf
CC1(C)C(C=C(Cl)Cl)C1C(=O)Nc1ccc(S(=O)(=O)Nc2ncccn2)cc1 (configuration not stated)	-6.8
Cc1ccccc1Cn1c(NCc2ccccc2)nc2c1c(=O)n(C)c(=O)n2C	1.6
Cc1cc(C)n(C(=O)c2ccc(NC(=O)CC(C)C)cc2)n1	2.9
Cc1ccc(S(=O)(=O)NC(=O)c2cc(C)n(CCCN3CCOCC3)c2C)cc1	-0.8
O=C(O)c1cccc(S(=O)(=O)c2ccc3c(c2)C(=O)N(c2cccnc2)C3=O)c1	4.2
COc1cc(-c2nc(S(=O)(=O)c3ccc(Cl)cc3)c(N(C)C)o2)cc(OC)c1OC	1.6
Cc1cc(NC(=O)CSc2ccc3nnc(-c4ccc(Cl)cc4)n3n2)no1	-9.1
COc1ccc(N2CCN(C(=O)CCCn3c(=S)[nH]c4cc5c(cc4c3=O)OCO5)CC2)cc1	-1.5

smiles	14-3-3g Raf
COc1ccc(Oc2ccc3[nH]c4c(c3c2)CCCC4=NCCO)cc1	-20.2
COc1ccc(NS(=O)(=O)c2cc(Br)cc3c2N(C(=O)C2CC2)CC3)cc1OC	-13.7
Cc1ccc2c(c1)N(CC(=O)N1CCOCC1)C(=O)CO2	0.0
COc1ccc(CCN2C(=O)CC(C(N)=O)SC2=Nc2ccccc2)cc1OC (configuration not stated)	-5.1&-8.4
CCOC(=O)CN(C(=O)CSc1nnc(CNc2ccc(F)cc2)o1)c1ccccc1	-6.5
CC(C)(C)C1CCc2c(sc(NC(=O)c3ccco3)c2C(=O)Nc2ccccc2C(F)(F)F)C1 (configuration not stated)	-1.2
O=C(O)C1CC(=O)N(c2ccc(Br)cc2)C1 (configuration not stated)	-10.3&-8.0
CC1(C)CC(=O)C2=C(C1)Nc1[nH]c(=S)[nH]c(=O)c1C2c1ccc(F)cc1 (configuration not stated)	-5.9

smiles	14-3-3g Raf
COc1ccc(C2C(=O)N(C3CCCCC3)CC(=O)N2CCc2ccccc2)cc1OC (configuration not stated)	-5.0
CCC(CC)C(=O)Oc1ccc2c(=O)c(Oc3cc(C)ccc3C)coc2c1	-10.4
COCCn1nnnc1C(c1cccs1)N1CCN(c2ccccc2)CC1 (configuration not stated)	-2.6
O=C(NCCNc1ccc(Cl)cc1[N+](=O)[O-])c1ccccc1Br	2.9
Cc1ccccc1OCC(=O)Nc1ncc(Cc2ccc(F)cc2)s1	-9.2
COc1cc2ccccc2cc1C(=O)Nc1cccc(-c2nc3ccccc3o2)c1	-179.5
Cc1ccn2cc(CCNC(=O)CC(C)(C)C)nc2c1	-2.7
c1ccc(C2CC(c3ccco3)n3ncnc3N2)cc1 (configuration not stated)	0.4

smiles	14-3-3g Raf
COc1ccc(Cl)cc1C(=O)Nc1ccc(C(=O)Nc2cccc(-c3nc4ccccc4o3)c2)cc1	-101.1
COc1ccc(N(C(=O)c2ccc(OC)c(OC)c2)S(=O)(=O)c2ccc(Cl)cc2)cc1	8.8
CC(=O)OC(C(=O)NCS(=O)(=O)c1ccc(C)cc1)c1cccnc1 (configuration not stated)	2.6
O=c1c2sccc2n(Cc2cc(=O)n3cc(Cl)ccc3n2)c(=O)n1-c1ccccc1	-4.6
Cc1ccc(C(=O)Nc2nnc(CCS(=O)(=O)c3ccc(Cl)cc3)s2)cc1	-1.0
COc1cccc(-n2ccnc2SCC(=O)Nc2cc(OC)ccc2OC)c1	-2.7&-3.4
O=C(Nc1ccccc1Br)C1CC(=O)N(c2ccc(F)cc2)C1 (configuration not stated)	-0.4
CCOc1nc(CC)nc(NC(=O)NS(=O)(=O)c2ccccc2Cl)n1	-4.1

smiles	14-3-3g Raf
O=C(Nc1ccc(-c2nc3cccnc3s2)cc1)c1ccc(Br)o1	-6.8
CCOC(=O)CSc1nc2ccccc2c(=O)n1-c1cccc(C)c1	-1.2
Cc1noc(C)c1COC(=O)CCCOc1ccc(Cl)cc1Cl	-4.0
CC(C(=O)OCC(=O)c1ccc(Cl)cc1)N1C(=O)C2C3C=CC(C3)C2C1=O (configuration not stated)	-0.7
CS(=O)(=O)N(Cc1ccccc1Cl)c1ccc(C(N)=O)cc1	-5.5
Cc1ccc(-c2cc(C(F)(F)F)n3ncc(C(=O)N4CCN(Cc5ccccc5)CC4)c3n2)cc1	-1.9
CCCn1c(CCCNC(=O)Cc2ccccc2)nc2ccccc21	1.2
Cc1ccc2cc(CCNC(=O)c3ccc(Br)o3)c(=O)[nH]c2c1	-10.0

# Structural class, the compounds so far containing a COOH group (two)
smiles	14-3-3g Raf
O=C(O)c1cccc(S(=O)(=O)c2ccc3c(c2)C(=O)N(c2cccnc2)C3=O)c1	4.2
O=C(O)C1CC(=O)N(c2ccc(Br)cc2)C1 (configuration not stated)	-10.3&-8.0

# Other results
smiles	14-3-3g Raf
CCOc1ccc(C2=NN3C(C2)c2cccc(OC)c2OC3c2cccc(OC)c2)cc1 (configuration not stated)	-1.5
CN1CCN(CC(=O)Nc2cc(N(C)C)nc3ccccc23)CC1	-6.5
O=C(O)c1cccnc1SCc1cccc(Br)c1	0.0
c1ccc(CC2CCN(c3nc(N4CCOCC4)nc(N4CCOCC4)n3)CC2)cc1	-7.3
COc1ccccc1NC(=O)N1CCCC1C(=O)NCc1ccccc1F (configuration not stated)	-6.7
COc1ccc(-n2c(=S)[nH]c3cc(C(=O)Nc4ccc(C)c(F)c4)ccc3c2=O)cc1	-11.6
Nc1ccc2oc(-c3cccc(Br)c3)nc2c1	0.9
CCOC(=O)c1sc2nc(SCC(=O)c3ccc(Br)cc3)n(CC3CCCO3)c(=O)c2c1C (configuration not stated)	5.0

smiles	14-3-3g Raf
O=C(Nc1c(-c2ccc(F)cc2)nc2ccccn12)c1ccc(Cl)c([N+](=O)[O-])c1	-4.5
Clc1ccc(Nc2ncnc3c2c(-c2ccccc2)cn3-c2ccccc2)cc1	-1.2
N#Cc1c(N)nc2c(c1-c1ccccc1)CCCC2	-0.3
CCOC(=O)CSc1cc(NCCO)c([N+](=O)[O-])c2nonc12	-4.8
COc1ccccc1CNC(=O)CN1N=C(c2ccccc2)CCC1=O	0.3
COc1ccc(Cn2nnnc2C)cc1	-3.4
COc1ccccc1N1CCN(S(=O)(=O)c2ccccc2C)CC1	3.9
CCN(CC)C(=O)CSCC(=O)Nc1ccccc1	1.6

smiles	14-3-3g Raf
Cc1nn(C)cc1CN(C)C(=O)c1nn2c(c1Cl)NC(c1cccs1)CC2C(F)(F)F (configuration not stated)	-5.5
CCOC(=O)c1ccc(NC(=O)CCc2nc(-c3ccc(C)cc3)no2)cc1	-5.1
O=C(c1ccncc1)N(c1ccc2oc3c(c2c1)CCCC3)S(=O)(=O)c1ccc(Cl)cc1	-7.4
CCCc1nnc2n1C(C)(C)Cc1ccccc1-2	0.0
COCCNC(=O)Cn1c(=O)n(-c2cc(C)cc(C)c2)c(=O)c2sccc21	2.3
O=C(c1ccc2c(c1)OCO2)N1CCN(c2ccccc2F)CC1	-13.7
COC(=O)c1cccc(NC(=O)Cn2cnc3ccccc3c2=O)c1	0.5
COc1ccc2nc3sc(C(=O)Nc4ccccc4C)cc3cc2c1	4.8

# Four records drawn at random from those above:
smiles	14-3-3g Raf
COCCNC(=O)Cn1c(=O)n(-c2cc(C)cc(C)c2)c(=O)c2sccc21	2.3
O=C(c1ccc2c(c1)OCO2)N1CCN(c2ccccc2F)CC1	-13.7
CCCc1nnc2n1C(C)(C)Cc1ccccc1-2	0.0
COc1ccc2nc3sc(C(=O)Nc4ccccc4C)cc3cc2c1	4.8

# (next part)
smiles	14-3-3g Raf
Nc1nonc1C(=Nc1ccccc1)NO	-2.5
Cc1ccc(C2C(C#N)=C(N)Oc3n[nH]c(C)c32)cc1 (configuration not stated)	3.5
CCOC(=O)C1=C(N)OC2=C(C(=O)CC(c3ccccc3)C2)C1c1cc(OC)c(OC)c(OC)c1 (configuration not stated)	-0.6
CCOc1cc(C(=S)N2CCN(C)CC2)ccc1OCC(=O)N1CCOCC1	1.8
COC(=O)c1cc(NC(=O)c2ccoc2C)cc(C(=O)OC)c1	9.0
CC(C(=O)Nc1ccc(S(=O)(=O)N2CCOCC2)cc1)N(c1ccccc1)S(C)(=O)=O (configuration not stated)	-3.7&-7.2
COc1ccc(N2C(=O)C(N3C(=O)c4cccc([N+](=O)[O-])c4C3=O)C2c2ccc3c(c2)OCO3)cc1 (configuration not stated)	-1.8
CC(=O)c1c(C)n(-c2ccc(N(C)C)cc2)c2ccc(O)cc12	-4.2

smiles	14-3-3g Raf
COCCn1nnnc1C(C(C)C)N1CCOCC1 (configuration not stated)	-3.5
CC1(C)CC(=O)c2cc3c(N)c(C(=O)Nc4ccc(F)cc4)sc3nc2C1	-5.2
CC1CCCCC1N=c1c([N+](=O)[O-])nn(-c2ccc(Cl)cc2)n1O (configuration not stated)	-4.8
COc1cc2c(cc1OC)C(c1ccc3c(c1)OCO3)CC(=O)N2 (configuration not stated)	1.9
Nn1cnnc1SCC(=O)Nc1ccc(C2CCCCC2)cc1	-4.0
CCOc1cc(C2C(C#N)=C(N)Oc3n[nH]c(-c4ccccc4)c32)ccc1O (configuration not stated)	2.4
CCCC(=O)N1CCN(c2ccc(C(F)(F)F)cc2[N+](=O)[O-])CC1	-8.8
C#CCN(C)Cc1ccccc1	7.4&-2.4

smiles | 14-3-3g Raf
Cc1ccc2nsnc2c1S(=O)(=O)Nc1ccc(Br)cc1 | -4.5
OC(CN1CCCC1)Cn1c2ccccc2c2ccccc21 (configuration not stated) | 5.1
O=C(O)Cc1ccc2[nH]c3ccc(CC(=O)O)cc3c2c1 | -4.4
Cc1ccc(NS(=O)(=O)c2c(C)noc2C)cc1C | -8.9
O=C1CSC(c2ccc(OC(F)F)cc2)N1c1ccc(Oc2ccccc2)cc1 (configuration not stated) | -2.5
CCOC(=O)C1CCCN(C(=O)C2CCN(S(=O)(=O)N3CCC(C)CC3)CC2)C1 (configuration not stated) | 1.2
N#Cc1ccc(-c2cccs2)nc1SCc1ccncc1 | -58.4
COc1ccc(NC(=O)CCCn2c(=O)c3sccc3n(Cc3ccccc3C)c2=O)cc1 | -6.5
Cc1ccccc1C(=O)N1CCCN(C(=O)c2ccccc2C)CC1 | -4.9
COCCNC(=O)c1cc(Nc2ccccc2OC)nc2ccccc12 | -0.1

smiles | 14-3-3g Raf
CN(c1ccccc1C(=O)N1CCOCC1)S(C)(=O)=O | -1.9
CCOc1ccc(C(C)=O)cc1N1C(=O)C2C3C=CC(C3)C2C1=O (configuration not stated) | 0.2
Cc1ccc(C(=O)Nc2ccc(S(=O)(=O)N3CCCCC3c3cccnc3)cc2)cc1C (configuration not stated) | -16.8
O=C(CCC1Nc2c3ccccc3nc(=S)n2C1=O)N1CCN(Cc2ccc3c(c2)OCO3)CC1 (configuration not stated) | 0.0
COc1ccc2c(=O)cc(-c3ccc(OC)c(OC)c3)oc2c1 | -11.4
O=CN1CCN(C2CC(=O)N(c3ccc(Br)cc3)C2=O)CC1 (configuration not stated) | -8.4
CN1C(=O)c2ccccc2Sc2ccc(C(=O)NCc3ccccc3Cl)cc21 | 3.2
Cc1c2occ(-c3ccc(F)cc3)c2cc2c3c(c(=O)oc12)CCC3 | 3.5
Cc1c(C(=O)Nc2cccc(Cl)c2)oc2ccc(S(=O)(=O)N3CCCCC3)cc12 | -4.9
CC1CC(=O)C2=C(C1)c1c(ccc3ccccc13)NC2c1ccc(Cl)cc1 (configuration not stated) | 4.5

smiles | 14-3-3g Raf
COc1cc(-n2c(=O)c3ccccc3n(CC(=O)Nc3cccc(C(F)(F)F)c3)c2=O)cc(OC)c1OC | -1.7
COC(=O)C1=C(N)Oc2cc(C)n(CC3CCCO3)c(=O)c2C1c1ccccc1OC (configuration not stated) | -3.5
Cc1nnc2n(C3CCCCC3)c(=O)c3c4c(sc3n12)CCC4 | -5.3
c1ccc(Cn2ccnc2-c2ccco2)cc1 | -17.8
CC(C)C(=O)NC(C)C(c1cccs1)N1CCN(c2ccccc2)CC1 (configuration not stated) | 0.9
CC(=O)Nc1cccc(NC(=O)Nc2ccc(C(C)=O)cc2)c1 | 1.0
CCc1ccc(S(=O)(=O)Nc2ccc3oc4c(c3c2)C(=O)CCC4)cc1 | -17.3
Cc1ccc(-c2csc(NC(=O)c3ccccc3NS(=O)(=O)c3ccc(C)cc3)n2)cc1 | 1.4
O=[n+]1c2c(n([O-])c3cc(F)c(N4CCCC4)cc31)CCC2 | -16.5
CCOC(=O)c1cnc2cc(C(F)(F)F)ccc2c1Nc1cc(Cl)ccc1OC | -14.8

smiles | 14-3-3g Raf
O=S(=O)(NC1CCCCC1)c1ccc(Br)cc1 | 8.2
CCOc1ccc(NC(=O)CSc2nc(-c3ccc(F)cc3)cc(C(F)(F)F)c2C#N)cc1 | -15.4
CC1Cc2nc(SCC(=O)N3CCCCCC3)n(C)c(=O)c2S1 (configuration not stated) | 5.5
O=S(=O)(c1ccc(Cl)cc1)N1CCCN(S(=O)(=O)c2ccc(Cl)cc2)CC1 | -2.3
CC1=C(C(=O)N2CCOCC2)C(c2ccccc2Br)C2=C(CC(C)(C)CC2=O)N1 (configuration not stated) | -3.2
CC1=C(C(=O)OCCc2ccccc2)C(c2ccc(O)cc2)C2=C(CC(C)(C)CC2=O)N1 (configuration not stated) | 0.3
COCc1[nH]nc2c1C(c1ccccc1OC)C(C#N)=C(N)O2 (configuration not stated) | -7.4&0.9
CCOC(=O)N1CCN(c2ncnc3c2oc2nc(C)c4c(c23)CC(C)(C)OC4)CC1 | 2.7
O=C(O)c1ccc(C(=O)Nc2cccc(Cl)c2)c(C(=O)O)c1 | 19.6
Cc1cc(C)nc(N2CCCC(C(=O)Nc3nc4ccc(S(C)(=O)=O)cc4s3)C2)n1 (configuration not stated) | -9.6

smiles | 14-3-3g Raf
COc1ccccc1OC1=NS(=O)(=O)c2cc([N+](=O)[O-])ccc21 | -6.5
O=C(c1cccc2c1-c1ccccc1/C2=N/O)N1CCCCC1 | 2.1
O=C(NCc1ccccn1)c1c(O)c2ccccc2[nH]c1=O | -5.5
CC1CCCCN1CCNc1nc(=S)[nH]c2ccccc12 (configuration not stated) | -8.2&-69.8
CC1CCC(C(=O)NC(C(=O)N2CCC(N3CCCCC3)CC2)C(C)C)CC1 (configuration not stated) | -0.1&-12.5

# Source: PubChem (Emory University Molecular Libraries Screening Center)
